PhoP inhibition = PhoP-dependent GFP reporter repression – Salmonella Typhimurium, primary screen (AID 1863). S. Typhimurium PhoP-regulated promoter GFP reporter, 4 h; higher % means a stronger effect. inhibition, % at 50 µM, or IC50 in µM where a hit was titrated. 300,000 compounds, 0.16% hits;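 active = inhibition over 29.93%, a cutoff 3 SD above the screen mean, later confirmed by dose response; inconclusive = inhibition over 29.93% but no dose response follow-up; inactive = inhibition at most 29.93% or unconfirmed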;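 note: 0% = low Mg2+ inducing control and 100% = high Mg2+ repressing control; strong numbers were not always called active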
Dengue-2 NS5 capping = flavivirus cap methylation enzyme inhibition – biochemical, confirmation dose response, primary screen (AID 588689); Dengue-2 NS5 methyltransferase capping enzyme assay, biochemical; higher % means a stronger effect; one-dose inhibition, % at 25 µM; IC50 in µM for titrated hits; 340,000 compounds, 0.3% hits; in the data active = a potency from the dose series; inconclusive = inhibition above about 29% without an active follow-up result
SV40 large T antigen = SV40 large T antigen inhibitors, biochemical (AID 1903) | SV40 large T antigen ATPase/helicase inhibition assay; higher % means a stronger effect | inhibition, % at 20 µM, or IC50 in µM where a hit was titrated | 310,000 compounds, 0.39% hits; in the data active = a potency from the dose series; inconclusive = inhibition mostly from about 32% at the one dose, without a potency; inactive = the rest, 99 in 100 with inhibition below about 32%; note: strong numbers were not always called active
West Nile virus CPE = inhibition of WNV-induced cytopathic effect – cell-based, CPE readout (AID 1621) | West Nile virus-infected cells, CPE inhibition; higher % means a stronger effect | one-dose CPE inhibition, % at 10 µM; IC50 in µM for titrated hits | 290,000 compounds, 0.02% hits; in the data active = a potency from the dose series; inconclusive = CPE inhibition mostly from about 3.7% at the one dose, without a potency; inactive = the rest, 99 in 100 with CPE inhibition below about 2.2%; note: strong numbers were not always called active
RSV CPE inhibition = RSV antiviral activity via CPE protection, HEp-2 cells, primary 10 µM value included (AID 2391) | CPE inhibition, % at 10 µM; hits with a dose series show IC50 in µM | 310,000 compounds, 0.13% hits | HEp-2 cells, RSV-induced CPE inhibition; higher % means a stronger effect; in the data active = a potency from the dose series; inconclusive = CPE inhibition mostly from about 23% at the one dose, without a potency; inactive = the rest, 99 in 100 with CPE inhibition below about 21%; note: strong numbers were not always called active
GPR35 arrestin U2OS = inhibition of zaprinast-stimulated GPR35 beta-arrestin translocation – imaging, U2OS, beta-arrestin-GFP, zaprinast agonist, primary screen (AID 2058) | U2OS GPR35 beta-arrestin-GFP translocation imaging, zaprinast antagonism; higher % means a stronger effect | inhibition, % at 10 µM; hits with a dose series show IC50 in µM | 290,000 compounds, 0.052% hits;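 active = inhibition of at least 50% with at least 30 cells and total cytoplasm GFP at most 10,000,000; inconclusive = under 30 cells or total GFP of 10,000,000 plus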
ER stress rescue = rescue of cells from ER stress-induced death, primary screen, 384-well, CSM14.1, thapsigargin, ATP luminescence (AID 1222); 190,000 tested, under 10 active; cellular ATP content (survival), % at 20 µM; hits with a dose series show EC50 in µM; CSM14.1 thapsigargin-induced death rescue, ATP luminescence; higher % means a stronger effect;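 active = EC50 below 50 µM in the dose-response confirmation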;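 note: death triggered by thapsigargin at about 15 µM added after 2 h compound pretreatment; cell ATP read after overnight thapsigargin exposure of roughly 18 to 22 hours; normalized against plate controls of thapsigargin alone and 5% DMSO vehicle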
LYP phosphatase = PTPN22 lymphoid phosphatase activity blockers – biochemical, fluorescence intensity, uHTS (AID 1779); recombinant LYP phosphatase, fluorescence intensity; higher % means a stronger effect; 290,000 compounds, 0.054% hits; inhibition, % at 11.5 µM; hits with a dose series show IC50 in µM; in the data active = inhibition above about 50%;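 note: plate controls were vehicle with enzyme for no effect and no enzyme for full effect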
Rac1 GTP hydrolysis = MgcRacGAP GTPase-activating activity inhibitors, confirmation, biochemical, ADP Hunter fluorescence; MgcRacGAP-stimulated Rac1 GTP hydrolysis, ADP Hunter fluorescence; higher % means a stronger effect; GST-tagged Rac1 F28L mutant substrate; one-dose inhibition, % at 30 µM; IC50 in µM for titrated hits; 340,000 compounds, 0.6% hits; AID 624330;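 active = first-screen hits whose inhibition reached a set limit at any dose in the follow-up dose series; inconclusive = inhibition above the set first-screen limit but never retested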;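 note: fluorescence reports GDP produced by GAP-driven GTP hydrolysis; strong numbers were not always called active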
Dengue-2 NS5 capping pilot replicate = further read-out of Dengue-2 NS5 capping, marked with its call; inhibition, %; measured here: pilot screen replicate inhibition
Numbers without * were called inactive; ? = inconclusive; . = not tested or not shown.

Sample of the layout:
SMILES	PhoP inhibition	Dengue-2 NS5 capping	SV40 large T antigen	West Nile virus CPE	RSV CPE inhibition	GPR35 arrestin U2OS	ER stress rescue	LYP phosphatase	Rac1 GTP hydrolysis	others
CCOC(=O)C1=C(C(C)=O)C(c2cccnc2)C(C#N)=C(N)O1 (centres undefined)	19%	0%	-18%	0.2%	-0.4%	13%	.	-5%	12%
CCNC(=S)N1CCCCC1CO (centres undefined)	-4%	-16%	0%	0.6%	1.0%	-14%	-0.9%	-5%	7%
Cc1nc(N)sc1C(=O)N1N=N1	-9%	-3%	8%	0.1%	2.1%	14%	.	-6%	10%
CCC(NC(=O)c1cc(COc2cc(C)c(Cl)c(C)c2)on1)c1ccncc1 (centres undefined)	0%	2%	12%	1.8%	18%	-8%	.	-6%	9%
O=C(Nc1ccc(F)cc1)C(c1ccccc1)N1CCN(S(=O)(=O)c2ccc3ccccc3c2)CC1 (centres undefined)	18%	-1%	16%	0.4%	19%	-15%	-2.5%	3%	-1%
O=C(Nc1cccc2ncccc12)c1cccnc1	6%	-5%	6%	0.2%	1.7%	-1%	-1.1%	3%	0%
CCN=c1scc(-c2ccco2)n1/N=C/c1ccc(OC)c(O)c1	-2%	-3%	20%	-0.2%	9.5%	-4%	-1.9%	5%	28%
O=C(Nc1ccccc1C(F)(F)F)N1CCC(n2c(=O)[nH]c3ccccc32)CC1	10%	3%	-5%	-0.1%	2.1%	12%	-1.4%	-4%	14%
Cc1c([N+](=O)[O-])nnn1-c1cc(Cl)cc(Cl)c1	-4%	-9%	4%	0.3%	1.8%	3%	.	2%	8%
O=C(CNC(=O)c1ccco1)Nc1ccc(S(=O)(=O)N2CCCC2)cc1	7%	-5%	-7%	0.3%	-0.5%	11%	0.6%	-7%	3%	Dengue-2 NS5 capping pilot replicate=0.6
O=C(NCC1CCCO1)C(C(=O)c1ccccc1)n1ccccc1=O (centres undefined)	-5%	-1%	8%	-0.1%	0.0%	19%	-1.2%	-10%	7%
O=C(CN1CCN(CC(=O)Nc2ccccn2)CC1)Nc1ccccn1	-3%	4%	3%	0.0%	-1.2%	11%	3.5%	1%	15%
O=C(NCC1CCCN(Cc2nccs2)C1)c1cccc2ccccc12 (centres undefined)	-5%	-5%	3%	-0.4%	0.8%	-1%	.	-7%	2%

Results, from the first entry:
SMILES	PhoP inhibition	Dengue-2 NS5 capping	SV40 large T antigen	West Nile virus CPE	RSV CPE inhibition	GPR35 arrestin U2OS	ER stress rescue	LYP phosphatase	Rac1 GTP hydrolysis	others
CCOC(=O)C1=C(C(C)=O)C(c2cccnc2)C(C#N)=C(N)O1 (centres undefined)	19%	0%	-18%	0.2%	-0.4%	13%	.	-5%	12%
CCNC(=S)N1CCCCC1CO (centres undefined)	-4%	-16%	0%	0.6%	1.0%	-14%	-0.9%	-5%	7%
Cc1nc(N)sc1C(=O)N1N=N1	-9%	-3%	8%	0.1%	2.1%	14%	.	-6%	10%
CCC(NC(=O)c1cc(COc2cc(C)c(Cl)c(C)c2)on1)c1ccncc1 (centres undefined)	0%	2%	12%	1.8%	18%	-8%	.	-6%	9%
O=C(Nc1ccc(F)cc1)C(c1ccccc1)N1CCN(S(=O)(=O)c2ccc3ccccc3c2)CC1 (centres undefined)	18%	-1%	16%	0.4%	19%	-15%	-2.5%	3%	-1%
O=C(Nc1cccc2ncccc12)c1cccnc1	6%	-5%	6%	0.2%	1.7%	-1%	-1.1%	3%	0%
CCN=c1scc(-c2ccco2)n1/N=C/c1ccc(OC)c(O)c1	-2%	-3%	20%	-0.2%	9.5%	-4%	-1.9%	5%	28%
O=C(Nc1ccccc1C(F)(F)F)N1CCC(n2c(=O)[nH]c3ccccc32)CC1	10%	3%	-5%	-0.1%	2.1%	12%	-1.4%	-4%	14%
Cc1c([N+](=O)[O-])nnn1-c1cc(Cl)cc(Cl)c1	-4%	-9%	4%	0.3%	1.8%	3%	.	2%	8%
O=C(CNC(=O)c1ccco1)Nc1ccc(S(=O)(=O)N2CCCC2)cc1	7%	-5%	-7%	0.3%	-0.5%	11%	0.6%	-7%	3%	Dengue-2 NS5 capping pilot replicate=0.6
O=C(NCC1CCCO1)C(C(=O)c1ccccc1)n1ccccc1=O (centres undefined)	-5%	-1%	8%	-0.1%	0.0%	19%	-1.2%	-10%	7%
O=C(CN1CCN(CC(=O)Nc2ccccn2)CC1)Nc1ccccn1	-3%	4%	3%	0.0%	-1.2%	11%	3.5%	1%	15%
O=C(NCC1CCCN(Cc2nccs2)C1)c1cccc2ccccc12 (centres undefined)	-5%	-5%	3%	-0.4%	0.8%	-1%	.	-7%	2%
OC(COc1ccc(Cl)cc1)CN1CCN(c2ccccn2)CC1 (centres undefined)	.	-3%	8%	.	-0.1%	.	.	.	11%
CCOc1ccc(N(C)S(=O)(=O)c2ccc3[nH]cc(C(=O)NCCOC)c(=O)c3c2)cc1	-1%	-1%	8%	?	0.8%	-2%	16%	0%	0%
C(=N\Nc1ccc(-n2ccnc2)nn1)/c1ccccc1	-7%	-7%	5%	0.4%	1.2%	-7%	-1.6%	-3%	5%
COc1ccc(C(=O)NCC(=O)N/N=C/c2cccnc2)cc1OC	-13%	7%	2%	0.2%	1.8%	-4%	.	-12%	5%
Cc1cc(NC(=O)COC(=O)C2CC(=O)N(c3ccc(Cl)cc3)C2)no1 (centres undefined)	-3%	2%	7%	0.7%	1.5%	13%	.	-10%	5%
CCNc1c(NC(C)=O)c(=O)oc2ccccc12	2%	-1%	22%	-0.1%	1.6%	-3%	3.4%	-5%	8%
CSCC[C@H](NC(=O)Cc1c(C)c2c(cc(C)c3c(C)coc32)oc1=O)C(=O)O	6%	-5%	6%	-0.2%	-0.1%	-8%	.	-8%	15%
CCCCc1cc2c(s1)CCCC/C2=N/O	6%	-6%	4%	-1.3%	12%	-1%	-3.4%	2%	1%
COC(=O)c1c(N=CN(C)C)c(C#N)c2n1CCCC2	0%	1%	10%	-0.1%	-1.0%	-12%	-0.5%	-8%	5%
CNC(=O)c1c(C)nn(-c2ccc(F)c(Cl)c2)c1-c1cc(C)on1	1%	.	1%	-1.1%	.	0%	.	-5%	.
CC(=O)NC(c1ccc(Cl)cc1Cl)c1ccc2cccnc2c1O (centres undefined)	52%	8%	5%	2.9%	7.0%	1%	.	-6%	7%
O=C(CN1CCN(Cc2ccc3c(c2)OCO3)CC1)Nc1ccc2c(c1)OCCO2	-8%	-4%	0%	-0.3%	.	11%	-0.8%	2%	15%

(next part)
SMILES	PhoP inhibition	Dengue-2 NS5 capping	SV40 large T antigen	West Nile virus CPE	RSV CPE inhibition	GPR35 arrestin U2OS	ER stress rescue	LYP phosphatase	Rac1 GTP hydrolysis	others
NC(N)=Nc1nc2cc([N+](=O)[O-])ccc2o1	.	-10%	.	-0.3%	1.4%	4%	-1.7%	-5%	3%
CCN1C(=O)[C@H]2[C@@H](c3ccc(-c4cccc(Cl)c4)c(OC)c3)N[C@@](CC(C)C)(C(=O)OC)[C@H]2C1=O	.	1%	-5%	.	-1.0%	.	.	.	6%
COc1cccc(C2C(C(=O)/C=C/c3ccco3)=C(O)C(=O)N2CCN2CCOCC2)c1 (centres undefined)	0%	11%	15%	0.1%	-0.2%	-13%	-2.6%	-3%	2%
CC(=O)Nc1ccc(S(=O)(=O)N2CCN(c3cccc(C)c3C)CC2)cc1	0%	-3%	5%	-0.4%	-0.5%	2%	0.5%	-1%	7%
O=C(c1ccc2c(c1)OCO2)N1CCC2(CC1)Oc1ccc(Cl)cc1C(=O)C21CC(c2ccc(Cl)cc2)=NO1 (centres undefined)	-5%	.	.	-0.1%	.	-9%	.	-2%	.
CC(=O)NC(=S)Nc1ccc(S(=O)(=O)Nc2nc(C)cc(C)n2)cc1	-1%	1%	3%	0.4%	-0.6%	-4%	-0.4%	-1%	3%
O=C(NC(=S)Nc1ccc(CN2CCCCC2)cc1)c1cc2ccccc2o1	1%	9%	8%	-0.3%	-1.9%	-10%	.	-7%	-7%
Cc1ccc(NC(=O)C(C)SCC(=O)Nc2ccc(F)cc2)cc1S(=O)(=O)N1CCOCC1 (centres undefined)	10%	1%	-4%	.	0.4%	.	.	.	1%
COC(=O)c1ccccc1NC(=O)C1CC(=O)N(c2ccc(F)cc2)C1 (centres undefined)	6%	-15%	8%	0.1%	1.4%	-6%	-2.3%	-2%	5%
COC(=O)c1sc(-c2ccc(C(C)(C)C)cc2)cc1NC(=O)CCC(=O)O	-10%	.	19%	1.1%	?	-24%	.	8%	.
Cc1ccccc1NC(=S)NC1(C)CCS(=O)(=O)C1 (centres undefined)	-9%	0%	9%	0.0%	-0.6%	-1%	-0.6%	-1%	10%
COc1ccc(NC(=O)c2nc[nH]c2C(=O)Nc2ccccc2C)cc1	-1%	1%	6%	3.4%	0.2%	10%	-0.1%	-7%	0%
O=C1/C(=C/c2ccc(F)cc2)CCC1C1CCCC1 (centres undefined)	1%	6%	-1%	0.7%	3.0%	13%	-3.3%	-7%	0%
Cc1cccc(CSC2=NCCN2C(=O)C2CC2)c1	-6%	-6%	4%	?	0.0%	-2%	-0.8%	-6%	-3%
CCn1nc(C(=O)Nc2cccc3ccccc23)c(Cl)c1Cl	9%	-8%	4%	0.7%	?	32%	-2.1%	-5%	2%
O=c1[nH]c(CN2CCN(CCO)CC2)nc2ccccc12	3%	-3%	2%	0.3%	3.9%	-15%	0.0%	-6%	12%
CC(=O)NO	5%	.	7%	-0.1%	-0.4%	.	.	.	.
COc1ccc(S(=O)(=O)NC(CC(=O)NCc2ccco2)C(C)C)cc1 (centres undefined)	1%	-4%	15%	-0.1%	1.5%	21%	-0.8%	-3%	3%
COc1ccccc1NC(=O)CSc1nnc(Cn2cnc3ccccc32)n1C	4%	4%	10%	-0.2%	4.3%	7%	1.4%	-10%	1%
CC(C)(C)CN1CCC(Oc2cccc(C(=O)N3CCNC(=O)C3(C)C)c2)CC1	0%	-4%	.	-0.4%	-0.7%	-8%	.	-6%	14%
S=C(NCCCc1ccccc1)NCc1ccccc1	3%	-9%	23%	-0.9%	0.6%	-7%	.	-10%	8%
O=C(CNC(=O)OCc1ccccc1)NC1CCCCCCC1	1%	-3%	3%	-0.4%	0.9%	1%	-2.4%	-7%	5%
Cc1nc(NC(=O)CSc2nc3cccnc3n2C2CCCCC2)sc1C	2%	-1%	6%	-0.9%	-0.5%	18%	2.7%	-1%	7%

Assay outcomes (PubChem)

Random draw from the library; about 1.5% have a hit in one of these screens.
